Source: PubChem BioAssay
VIM-2 inh = blocks Pseudomonas aeruginosa VIM-2 metallo-beta-lactamase; purified VIM-2, nitrocefin hydrolysis, epi-absorbance fluorescence; inhibition, % at 5.6 µM; 290,000 compounds, 0.89% hits; AID 1527;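 active means inhibition above the mean of all tested compounds plus 3 SD, cutoff set per screening run, cut at about 7.5% in these data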;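 further: red hydrolysis product quenches plate fluorescence so inhibitors raise well fluorescence; 0% = enzyme with DMSO and 100% = DMSO without enzyme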
UBC9 SUMO inh = SUMOylation inhibition; 290,000 compounds, 0.36% hits; inhibition, % at 35 µM; P63279; HTRF SUMOylation assay, SAE1/SAE2 + UBC9, in vitro; in the data active means inhibition above about 50%, passing the limit was not always enough; further: strong numbers were not always called active
Target sequence (P63279 whole entry, looked up): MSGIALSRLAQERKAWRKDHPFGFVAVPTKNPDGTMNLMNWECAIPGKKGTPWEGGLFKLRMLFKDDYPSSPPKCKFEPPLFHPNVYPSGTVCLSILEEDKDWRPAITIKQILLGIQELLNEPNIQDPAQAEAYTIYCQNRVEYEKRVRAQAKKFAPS
IMP-1 inhibitor = blocks Pseudomonas aeruginosa IMP-1 metallo-beta-lactamase; purified IMP-1, nitrocefin hydrolysis, epi-absorbance fluorescence; 290,000 compounds, 0.45% hits; inhibition, % at 5.6 µM;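 active means inhibition above the mean plus 3 SD of all compounds in the same screening run, cut at about 4.5% in these data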;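 further: 0% = IMP-1 with DMSO and 100% = DMSO wells lacking enzyme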
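assay system = purified recombinant IMP-1 metallo-beta-lactamase enzyme | schedule = 15 min preincubation plus 25 min reaction at 25 °C | signal = Epi-absorbance fluorescence, 480 nm excitation, 530 nm emission | read-out basis = percent inhibition from optical density relative to buffer-blank wells | controls = IMP-1 with DMSO as 0%, enzyme-free DMSO as 100%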
M18AAP inhibitor = PfM18AAP enzyme inhibition | AID 1822 | inhibition, % at 7.35 µM | 290,000 compounds, 1.2% hits | recombinant PfM18AAP, H-Glu-NHMec fluorogenic cleavage;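 active means inhibition above the campaign mean inhibition over all tested compounds plus 3 SD, cut at about 28% in these data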;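 further: 0% = plate median of test compound wells and 100% = 2 mM ZnCl2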
HCV NS3 hel inh = blocks Hepatitis C virus NS3 helicase unwinding. NS3 helicase DNA unwinding, Cy5 molecular beacon fluorescence. inhibition, % at 10.9 µM. 290,000 compounds, 0.56% hits. AID 1800;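 active means inhibition above the mean of all tested compounds plus 3 SD, set per campaign, cut at about 35% in these data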;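 further: 0% = DMSO wells and 100% = thioflavine S control wells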
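Assay system: hepatitis C virus NS3 helicase domain fragment enzyme. Also added: annealed dual-labelled DNA beacon duplex, ATP-started. Timing: 1 h reaction at 25 °C, ATP-initiated. Technique: Cy5 fluorescence at 0 and 60 min, beacon hairpin quenching. Evaluation: % inhibition of unwinding. Replication: one well per compound.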
MEKK2wt PB1 HTS = raises or lowers MEK5 binding to wildtype human MEKK2 PB1 domain; 290,000 compounds, 1.1% hits; bead flow cytometry, Alexa488-MEK5 binding to MEKK2 WT; actives lie on both sides; binding response (% of control), % at 10 µM; Q9Y2U5; in the data active means binding response below about 67% or above about 130%
FID counter = fluorescent intercalator displacement, NS3 helicase counter-screen; AID 1845; 290,000 compounds, 0.17% hits; DNA fluorescent intercalator displacement, fluorescence; inhibition, % at 7.9 µM; in the data active means inhibition above about 37%;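 further: 0% = vehicle and 100% = reference compound; higher means more ethidium bromide displaced from hairpin DNA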
MEKK2mut PB1 HTS = signal of MEK5 binding to mutant human MEKK2 PB1 domain. bead flow cytometry, Alexa488-MEK5 binding to MEKK2 mutant. percent response, % at 10 µM. 290,000 compounds, 0.35% hits. AID 1530; in the data active means percent response above about 24%, passing the limit was not always enough; further: inactives centre near 1; some results filed as inactive read as strong as hits
NALP1 inh = blocks the NALP1 inflammasome reconstituted in yeast | AID 2071 | S. cerevisiae NALP1/ASC/caspase-1 growth, X-gal OD620, 72 h | inhibition, % at 10 µM | 280,000 compounds, 0.61% hits; in the data active means inhibition mostly above about 24%, no sharp cut-off; inactive means mostly below about 32%; further: some compounds called inactive have numbers as strong as hits
Numbers without * were called inactive; x = no result given.

SMILES | VIM-2 inh | UBC9 SUMO inh | IMP-1 inhibitor | M18AAP inhibitor | HCV NS3 hel inh | MEKK2wt PB1 HTS | FID counter | MEKK2mut PB1 HTS | NALP1 inh
O=C1CC(C2CCCO2)C(=O)N1c1ccccc1 (stereo not drawn) | -1.7 | 13 | -2.3 | 2 | 0 | 105 | 1 | 7 | 19
O=C(NCCc1ccccc1)C(=Cc1ccc(C(=O)O)cc1)C(=O)NCCc1ccccc1 | -3.8 | 16 | -2.3 | -2 | 3 | 102 | -42 | 2 | -3
Cc1cc(N)n(-c2ccc(C(=O)O)cc2)n1 | -0.6 | 19 | -4.5 | -8 | 10 | 97 | -3 | 0 | 14
CCOc1ccc(NC(=O)c2ccc(NC(=O)c3cn4c5c(c(N6CCN(C)CC6)c(F)cc5c3=O)OCC4C)cc2)cc1 (stereo not drawn) | -1.0 | 3 | -0.1 | 3 | -8 | 70 | 7 | -8 | 86*
COc1ccccc1N1CCN(CCCNC(=O)Cn2ncc3c([nH]c4ccccc43)c2=O)CC1 | 1.5 | 15 | -0.1 | -9 | -23 | 128 | 22 | 6 | 4
CCNC(=O)c1ccc(OCC(=O)Nc2ccc(F)cc2)c(OC)c1 | -2.5 | 4 | -1.5 | 3 | -5 | 105 | -7 | 7 | 6
CCCNC(=O)c1nn2cc(Br)cnc2c1Cl | -0.3 | 18 | -1.8 | -13 | 5 | 99 | 0 | 5 | 12
CNC(=O)c1csc(-c2ccccc2)n1 | -0.9 | -1 | -1.8 | 9 | 8 | 99 | -4 | -2 | -5
CCOC(=O)c1nnn(-c2ccc([N+](=O)[O-])cc2)c1C | 0.1 | 11 | -0.7 | -13 | -1 | 94 | 7 | -2 | 34
COCC(=O)NC1CCN(CC(=O)Nc2ccc(OC)cc2[N+](=O)[O-])CC1 | -0.6 | -15 | -2.6 | -12 | 0 | 106 | -5 | 6 | 25
Clc1ccc(-c2nnc(C3CC3)o2)cc1 | -0.8 | 7 | -1.4 | 0 | 17 | 99 | -1 | -2 | x
CCC(Sc1nc(=O)cc(N)n1-c1ccccc1)C(=O)Nc1cc(C)on1 (stereo not drawn) | -0.5 | 4 | -2.7 | -8 | -2 | 98 | -11 | 1 | -8
Cc1cc(-n2c(=O)c(C#N)cc3c(=O)n4cccc(C)c4nc32)no1 | -0.3 | 11 | -2.5 | -2 | 4 | 97 | -1 | 4 | x
O=C(c1cccc(F)c1)N1CCN(C(=O)c2cc3ncc(Br)cn3n2)CC1 | -3.9 | 11 | 1.9 | -10 | 6 | 95 | -9 | -4 | -12
Clc1ccc(NNc2ccnc3cc(Cl)ccc23)cc1 | -1.8 | 3 | -2.7 | 2 | 5 | 123 | 10 | 7 | -8
O=C(CC(Nc1ccc(F)cc1)C(=O)OCC(=O)c1cccs1)c1ccccc1 (stereo not drawn) | -1.0 | -17 | -2.5 | -27 | 0 | 107 | 0 | 21 | 26
COc1cc(/C=C/C(=O)OCC(=O)NCC2CCCO2)ccc1OCC#N (stereo not drawn) | -1.3 | 6 | -1.6 | 4 | 1 | 95 | -11 | -2 | 16
Nc1cc2c3c(cccc3c1)C(=O)N(CCN1CCCC1)C2=O | 4.1 | 41 | 2.8 | 23 | -3 | 98 | 33 | 5 | 27
CCn1c2ccccc2c2cc(NC(=O)CSc3nnc(-c4cccc(OC)c4)n3N)ccc21 | -0.2 | -7 | -2.7 | -9 | -14 | 110 | 4 | 9 | 20
CC1=CC(C)(C)N(C(=O)CSc2nnc(-c3ccc(C)cc3)o2)c2ccc(C)cc21 | -0.6 | -5 | -2.1 | -1 | 0 | 103 | -7 | 4 | 7

In the list so far, five contain sulfur:
SMILES | VIM-2 inh | UBC9 SUMO inh | IMP-1 inhibitor | M18AAP inhibitor | HCV NS3 hel inh | MEKK2wt PB1 HTS | FID counter | MEKK2mut PB1 HTS | NALP1 inh
CNC(=O)c1csc(-c2ccccc2)n1 | -0.9 | -1 | -1.8 | 9 | 8 | 99 | -4 | -2 | -5
CCC(Sc1nc(=O)cc(N)n1-c1ccccc1)C(=O)Nc1cc(C)on1 (stereo not drawn) | -0.5 | 4 | -2.7 | -8 | -2 | 98 | -11 | 1 | -8
O=C(CC(Nc1ccc(F)cc1)C(=O)OCC(=O)c1cccs1)c1ccccc1 (stereo not drawn) | -1.0 | -17 | -2.5 | -27 | 0 | 107 | 0 | 21 | 26
CCn1c2ccccc2c2cc(NC(=O)CSc3nnc(-c4cccc(OC)c4)n3N)ccc21 | -0.2 | -7 | -2.7 | -9 | -14 | 110 | 4 | 9 | 20
CC1=CC(C)(C)N(C(=O)CSc2nnc(-c3ccc(C)cc3)o2)c2ccc(C)cc21 | -0.6 | -5 | -2.1 | -1 | 0 | 103 | -7 | 4 | 7

Carrying on:
SMILES | VIM-2 inh | UBC9 SUMO inh | IMP-1 inhibitor | M18AAP inhibitor | HCV NS3 hel inh | MEKK2wt PB1 HTS | FID counter | MEKK2mut PB1 HTS | NALP1 inh
CCOC(=O)c1ccc(-n2cncn2)nc1 | -0.8 | -31 | -3.4 | -3 | 12 | 101 | 2 | 4 | -2
Cc1sc2nc(CSCC(=O)Nc3ccccc3C#N)[nH]c(=O)c2c1C | -0.7 | 0 | -0.5 | 12 | -1 | 92 | -15 | 3 | 7
CSc1ccccc1NC(=O)CN(C)C(C)C(=O)Nc1ccc(C#N)cc1 (stereo not drawn) | 0.2 | 14 | -2.1 | 3 | 2 | 85 | -24 | -16 | -5
COc1cc(-n2c(C)nc3cccnc32)c(Cl)cc1C(=O)O | -4.5 | -10 | -2.0 | 3 | 3 | 101 | -1 | 2 | 6
CCCc1cc(=O)[nH]c(SCC(=O)N2CCN(S(=O)(=O)c3ccc(C)cc3C)CC2)n1 | -0.9 | -2 | -2.1 | 1 | -9 | 96 | -10 | -2 | x
Cc1cc(Cl)ccc1OCc1cn2cccnc2n1 | 1.9 | 0 | -2.7 | 5 | -9 | 84 | 3 | -11 | 4
Cc1cc(NCc2ccccn2)n2ncc(-c3ccccc3)c2n1 | -2.1 | 17 | -2.5 | 0 | -7 | 93 | -8 | -14 | 11
CCCCc1cc(=O)oc2cc(C)cc(OCC(=O)N[C@@H](CSCc3ccccc3)C(=O)O)c12 | 3.2 | 25 | -3.0 | 6 | 15 | 101 | 1 | 4 | 5
COC(=O)c1ccc(NC(=O)CSc2nnc(C)n2-c2ccccc2)cc1 | -4.8 | 23 | -1.8 | 2 | -6 | 106 | -24 | 9 | 21
CC(NC(=O)c1ccc(Br)s1)c1ccncc1 (stereo not drawn) | -0.5 | 6 | -1.0 | 3 | 1 | 101 | -2 | 0 | 13
CCN1C(=O)CS/C1=C(\C#N)S(=O)(=O)c1ccccc1 | -2.2 | 18 | -1.0 | 9 | 10 | 55 | -4 | -3 | -5
CCN(CC)c1ccc(N)cc1S(=O)(=O)Nc1ccccc1OC | -2.6 | 0 | -4.7 | 24 | -12 | 102 | -6 | 7 | -9
O=C(CCOc1ccccc1)Nc1ccnn1C1CCN(C(=O)CCC(F)(F)F)CC1 | 0.0 | x | -2.0 | -11 | 7 | 93 | -27 | -1 | -5
COC(=O)c1ccccc1NS(=O)(=O)c1ccc2c3c(cccc13)C(=O)N2 | -0.9 | 24 | 0.8 | -11 | -1 | 98 | 3 | 4 | 15
O=C(Nc1ccc2c(c1)OCO2)C1CCCN(S(=O)(=O)c2cccs2)C1 (stereo not drawn) | -3.0 | 14 | -3.7 | -11 | 0 | 93 | -9 | -9 | 18
Cc1ccc(-c2nc3ccccc3[nH]2)cc1NC(=O)/C=C/c1ccco1 | -2.7 | 17 | -0.4 | -43 | 10 | 95 | 3 | 0 | 7
Cc1ccc(-c2nnn(CC(=O)NC3CCCc4ccccc43)n2)cc1 (stereo not drawn) | -1.3 | 44 | -0.9 | 2 | 0 | 102 | -2 | -1 | 1
NC(=O)c1ccsc1NC(=O)CSc1nnc2ccccn12 | -1.7 | 21 | -4.1 | 2 | 6 | 92 | 0 | -2 | 6
O=C1NC(c2ccc(-c3ccccc3[N+](=O)[O-])o2)C(C(=O)c2ccccc2)C(O)(C(F)(F)F)N1 (stereo not drawn) | -2.8 | 18 | -5.0 | 17 | 0 | 108 | -22 | 2 | 10
CCOC(=O)CCCOC(=O)c1ccc(S(=O)(=O)N(C)C)cc1 | -3.8 | -45 | -2.6 | 8 | 1 | 94 | -9 | -6 | -11
Cc1cc(C)c(O)c(-c2cc(C(=O)NCc3ccccc3)[nH]n2)c1 | -3.1 | -5 | -3.4 | 12 | -9 | 102 | -11 | 0 | 7
CC(=O)c1cccc(Nc2ccc(-c3ccccc3F)nn2)c1 | -2.7 | 10 | -4.6 | -6 | 6 | 92 | -7 | -1 | 2
CC(C)OCc1c(C(=O)OC/C(O)=C(\C#N)c2nc3ccccc3[nH]2)oc2ccccc12 | -1.7 | 11 | -2.9 | 4 | 0 | 104 | -2 | 4 | 9
CCC(=NCCc1c(C)[nH]c2ccc(C)cc12)C1=C(O)CC(c2ccccc2)CC1=O (stereo not drawn) | -1.2 | -9 | -3.0 | 6 | -1 | 104 | -5 | -1 | 15
CC(/C=C/c1ccccc1)=N\NC(=O)c1ccc2c(c1)OCCO2 | -3.0 | -9 | -2.0 | 5 | 5 | 104 | -13 | 5 | 24
CCc1nn(C(CC)C(=O)NCCCN2CC(C)CC(C)C2)c(=O)c2cc3oc(C)cc3n12 (stereo not drawn) | -2.2 | 2 | -1.5 | -6 | -10 | 103 | 12 | 3 | -14
O=C(NC1CCCC1)C(=O)N(Cc1cccnc1)C(C(=O)NCC1CCCO1)c1ccco1 (stereo not drawn) | -0.5 | 19 | -2.2 | -12 | -4 | 106 | -11 | -1 | 5
Cc1ccc(SCC(=O)OCC(=O)N(C)CC(=O)Nc2ccccc2Cl)cc1C | -1.0 | -1 | -2.5 | -4 | -4 | 106 | -30 | 3 | 5
CCC(=O)N1CCc2cc(S(=O)(=O)CCC(=O)NCc3ccco3)ccc21 | 0.7 | -2 | -0.3 | 16 | -11 | 104 | -6 | -3 | -3
Cc1nn(-c2ccccc2)c(C)c1C(=O)NNC(=O)C(F)(F)F | -1.7 | 12 | -2.1 | -9 | 7 | 86 | -7 | -23 | 7
COc1ccc(NC(=O)C2(N(CC(C)C)C(=O)Cn3nnnc3N)CCCCC2)cc1 | 0.1 | 20 | 0.3 | -4 | -1 | x | -13 | x | 17
CCC(=O)NS(=O)(=O)c1cccnc1Nc1ccccc1Cl | -3.0 | 13 | -7.6 | 1 | 1 | x | 0 | x | 8
COC(=O)c1c(CCl)noc1C(=O)NCC1CCCO1 (stereo not drawn) | -1.6 | 26 | -3.5 | 4 | -1 | 101 | -2 | 0 | -4
CCOC(=O)N1CCN(C(=O)c2cn(C)c3ccc(S(=O)(=O)N4CCCC4)cc3c2=O)CC1 | 1.8 | 2 | -1.9 | 1 | 1 | 105 | -16 | 1 | 23
COc1cnc(-c2cccc(C(F)(F)F)c2)[nH]c1=O | -1.3 | 16 | -0.6 | -4 | -6 | 102 | -2 | 6 | 1
Cc1ccc(-c2csc(NC(=O)Cc3ccc(F)cc3)n2)o1 | -3.8 | 15 | -3.2 | -43 | 24 | 93 | -4 | -8 | -4
Cc1cc(NC(=O)NCc2ccccc2)c(=O)n(Cc2ccccc2F)c1 | -2.1 | 7 | -1.9 | -8 | -1 | 110 | -20 | 9 | 2
